Assay outcomes (PubChem)
Platelet DG rel = platelet dense granule release activity. human platelet-rich plasma, SFLLRN dense granule ATP release, luminescence. inhibition, %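 (compounds screened at 7.5 µM in platelet-rich plasma)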. 300,000 tested, 0.22% active. AID 1663;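 active = mean replicate score, as percent of positive control, at or above 50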
PolyA inhibitor = inhibitors of polyadenylation in S. cerevisiae. S. cerevisiae SKY197-pL101 polyadenylation reporter, beta-gal luminescence; efflux-impaired pdr1/pdr3 knockout yeast; score 100 = 6 SD above DMSO. calls only at 12 µM. 300,000 tested, 0.02% active;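 active = lowest replicate activity score at least 50, where 100 means six control SD above control mean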;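 note: yeast exposed to compound for 9 h at 30 °C; higher score means more reporter readthrough which indicates perturbed polyadenylation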
HDAC3 inhib = blocks human histone deacetylase 3; 320,000 tested, 0.15% active; recombinant HDAC3, fluorogenic peptide/trypsin coupled, fluorescence; inhibition, % at 8.3 µM; O15379; in the data active = inhibition above about 26%, passing the limit was not always enough
AI-2 QS mod = Vibrio harveyi AI-2 quorum sensing modulation; Vibrio harveyi JMH597 AI-2 luminescence/OD600 ratio, 9 h; stronger effect = lower value; strain lacks LuxN and CqsS sensors; 0 = neutral-control median; activity change, % at 7.5 µM; 300,000 tested, 0.4% active; AID 2094; in the data active = activity change below about -75%, passing the limit was not always enough;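 note: luminescence divided by OD600 gain over 9 h not by final OD600 alone; inactives centre near 13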
Dyrk1A ADPGlo = inhibitors of rat Dyrk1A kinase. 310,000 tested, 0.43% active. inhibition, % at 12.5 µM. ADP-Glo luminescence, NFATc1 peptide. AID 504441; in the data active = inhibition above about 50%;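 note: plate controls were vehicle with enzyme for no effect and no enzyme for full effect; many of its hits are not listed in these tables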
HSF1 inh = HSF1 inhibition; AID 2098; activity change, negative = inhibition, % at 7.5 µM (by protocol); 300,000 tested, 0.77% active; NIH3T3-HGL HSE-luciferase, MG132-induced, luminescence 8 h; stronger effect = lower value;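 active = more than half of replicate wells show activity change below -50%, luminescence cut by over half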;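 note: luciferase reports HSF-1 transcriptional activity via heat shock element; 0% = median of DMSO wells and -100% = zero luminescence signal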
HSF-1 act = increases HSF-1 driven luciferase reporter signal | AID 504408 | 300,000 tested, 1.7% active | activation, % at 9 µM | NIH3T3-HGL HSF-1 luciferase reporter, MG132, 8 h; 100% = twice DMSO control signal;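 active = mean replicate activation of at least 50% with a set share of replicates each reaching 50%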;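 note: 0% = median of the neutral control wells and 100% = twice that signal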
GSK3beta inhib = blocks human GSK3beta kinase activity; GST-GSK3beta kinase, ADP-Glo luminescence, 60 min; stronger effect = lower value; 300,000 tested, 0.038% active; activity score (negative = inhibition), % at 10 µM; P49841;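 active = more than half of replicate wells score below -50%, meaning over 50% inhibition versus plate controls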;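 note: 0% = median DMSO wells and -100% = median GW8510 positive control wells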
Target sequence (P49841 whole entry, looked up): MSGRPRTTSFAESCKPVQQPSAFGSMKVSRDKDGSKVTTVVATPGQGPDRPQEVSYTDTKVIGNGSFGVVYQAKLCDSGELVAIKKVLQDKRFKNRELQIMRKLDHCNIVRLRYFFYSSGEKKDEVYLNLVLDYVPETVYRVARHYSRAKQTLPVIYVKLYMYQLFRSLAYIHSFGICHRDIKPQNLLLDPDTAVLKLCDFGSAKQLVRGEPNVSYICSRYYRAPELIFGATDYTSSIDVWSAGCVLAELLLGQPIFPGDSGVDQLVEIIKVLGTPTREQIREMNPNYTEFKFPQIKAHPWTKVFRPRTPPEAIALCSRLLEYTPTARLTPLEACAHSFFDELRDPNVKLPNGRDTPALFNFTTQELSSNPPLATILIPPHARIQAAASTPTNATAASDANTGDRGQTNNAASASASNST
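Test system – GST-tagged human GSK3beta kinase, cell-free · Incubation – 60 min enzyme reaction, room temperature · Signal – ADP-Glo luminescence · Also added – peptide substrate and ATP at 25 µM · Controls – DMSO neutral wells and GW8510 at 20 µM as positive · Buffer or medium – Tris/MgCl2 kinase buffer · Measure – Luminescence-derived activity versus plate DMSO and GW8510 wells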
GSK3 alpha inh = blocks human GSK-3 alpha kinase; ADP-Glo luminescence, 60 min; inhibition, % at 10 µM; 320,000 tested, 0.1% active; AID 2650;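 in the data active = inhibition above about 50%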;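 note: GST-tagged GSK-3 alpha with peptide substrate and 25 µM ATP; 0% = DMSO neutral wells and 100% = GW8510 positive control wells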
Target sequence (P49840 whole entry, looked up): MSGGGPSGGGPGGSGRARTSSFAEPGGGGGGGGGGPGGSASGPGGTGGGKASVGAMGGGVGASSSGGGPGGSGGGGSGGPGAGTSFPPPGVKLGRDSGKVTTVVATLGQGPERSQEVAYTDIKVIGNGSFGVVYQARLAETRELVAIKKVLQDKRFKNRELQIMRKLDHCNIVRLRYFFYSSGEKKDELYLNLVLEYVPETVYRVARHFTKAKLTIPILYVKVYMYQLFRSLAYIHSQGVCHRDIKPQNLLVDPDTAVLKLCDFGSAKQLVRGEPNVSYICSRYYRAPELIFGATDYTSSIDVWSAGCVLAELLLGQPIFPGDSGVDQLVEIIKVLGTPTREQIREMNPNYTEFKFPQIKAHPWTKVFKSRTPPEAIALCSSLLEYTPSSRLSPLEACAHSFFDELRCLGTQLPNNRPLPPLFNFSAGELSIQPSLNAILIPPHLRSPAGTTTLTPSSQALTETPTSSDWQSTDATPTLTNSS
HSP90 refold inh = blocks HSP90-mediated luciferase refolding in reticulocyte lysate | Rabbit reticulocyte lysate, luciferase refolding luminescence, 3 h | inhibition, % at 5.6 µM | 290,000 tested, 0.91% active;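 active = inhibition above the screen-wide mean plus 3 SD, computed separately per campaign, cut at about 16% in these data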;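 note: 0% = DMSO wells and 100% = 60 µM geldanamycin wells; inhibitors lower the luminescence because luciferase stays unfolded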
Active calls of the source: *.

How did COc1ccc(C2=Nc3ccc(C)cc3C(c3ccccc3)N2CC(=O)NN)cc1 (stereo not drawn) do in these assays?
Platelet DG rel: 3; PolyA inhibitor: inactive; HDAC3 inhib: 5; AI-2 QS mod: 6; Dyrk1A ADPGlo: 2; HSF1 inh: -2; HSF-1 act: 1; GSK3beta inhib: -2; GSK3 alpha inh: -1; HSP90 refold inh: 5

How did CC1CCCCN1CCCn1c(=S)[nH]c2ccccc2c1=O (stereo not drawn) do in these assays?
Platelet DG rel: -15; PolyA inhibitor: inactive; HDAC3 inhib: -3; AI-2 QS mod: -2; Dyrk1A ADPGlo: -2; HSF1 inh: -3; HSF-1 act: -13; GSK3beta inhib: -2; GSK3 alpha inh: -1; HSP90 refold inh: 6

How did COc1ccc(C(=O)NC2CCN(C(=S)Nc3ccccc3C)CC2)cc1 do in these assays?
Platelet DG rel: -3; PolyA inhibitor: inactive; HDAC3 inhib: -4; AI-2 QS mod: 9; Dyrk1A ADPGlo: -2; HSF1 inh: 2; HSF-1 act: 7; GSK3beta inhib: -2; GSK3 alpha inh: -1; HSP90 refold inh: 0

Results for COC(=O)C1CCN(C(=O)COC(=O)c2n[nH]c3ccccc23)CC1 ?
Platelet DG rel: 0; PolyA inhibitor: inactive; HDAC3 inhib: -3; AI-2 QS mod: -48; Dyrk1A ADPGlo: -2; HSF1 inh: 6; HSF-1 act: 1; GSK3beta inhib: 1; GSK3 alpha inh: -7; HSP90 refold inh: 6

Results for COc1ccc(CC(=O)NCCS(=O)(=O)N2CCN(c3ccc(F)cc3)CC2)cc1OC ?
Platelet DG rel: 0; PolyA inhibitor: inactive; HDAC3 inhib: -1; AI-2 QS mod: 25; Dyrk1A ADPGlo: -1; HSF1 inh: 5; HSF-1 act: 4; GSK3beta inhib: -2; GSK3 alpha inh: -1; HSP90 refold inh: 1

What do the screens show for `COc1ccc(OCCC(=O)OCC(=O)Nc2ccc(Br)cc2)cc1`?
Platelet DG rel: -6; PolyA inhibitor: inactive; HDAC3 inhib: 3; AI-2 QS mod: 22; Dyrk1A ADPGlo: -3; GSK3beta inhib: -3; GSK3 alpha inh: -1; HSP90 refold inh: 2

Results for COc1ccccc1NC(=S)N(CCCN1CCOCC1)Cc1cccs1 ?
Platelet DG rel: 12; PolyA inhibitor: inactive; HDAC3 inhib: 1; AI-2 QS mod: -16; HSF1 inh: 1; HSF-1 act: -1; GSK3beta inhib: -2; GSK3 alpha inh: 1; HSP90 refold inh: 0

How did CN(C)c1nc(C#N)nc(N(C)C)n1 do in these assays?
Platelet DG rel: 5; PolyA inhibitor: inactive; HDAC3 inhib: 1; AI-2 QS mod: 11; Dyrk1A ADPGlo: 2; HSF1 inh: -5; HSF-1 act: 1; GSK3beta inhib: 0; GSK3 alpha inh: -1; HSP90 refold inh: 4

How did COc1ccc(N2CCN(c3nc(NCCc4ccc(OC)c(OC)c4)nc(OC)n3)CC2)cc1 do in these assays?
Platelet DG rel: -9; PolyA inhibitor: inactive; HDAC3 inhib: -2; AI-2 QS mod: 0; Dyrk1A ADPGlo: -2; HSF1 inh: 0; HSF-1 act: 16; GSK3beta inhib: 2; GSK3 alpha inh: -7; HSP90 refold inh: 0

How did CCOC(=O)c1ccc(N/C=C/C(=O)c2ccccc2)cc1 do in these assays?
Platelet DG rel: 24; PolyA inhibitor: inactive; HDAC3 inhib: 1; AI-2 QS mod: 20; Dyrk1A ADPGlo: -5; HSF1 inh: 7; HSF-1 act: 1; GSK3beta inhib: 2; GSK3 alpha inh: 0; HSP90 refold inh: 2

How did Cc1cc(Cl)ccc1Oc1ncc(CN2CCN(c3ccccc3)CC2)s1 do in these assays?
Platelet DG rel: 3; PolyA inhibitor: inactive; HDAC3 inhib: 2; AI-2 QS mod: 3; Dyrk1A ADPGlo: -1; HSF1 inh: 1; HSF-1 act: 12; GSK3beta inhib: -7; GSK3 alpha inh: 0; HSP90 refold inh: -4

How did O=C(NNC(=O)c1ccccc1Cl)c1cccs1 do in these assays?
PolyA inhibitor: inactive; HDAC3 inhib: 3; AI-2 QS mod: 31; Dyrk1A ADPGlo: -4; HSF1 inh: 2; HSF-1 act: 2; GSK3beta inhib: 2; GSK3 alpha inh: -1; HSP90 refold inh: -1

What do the screens show for `CCCOc1ccc(C(C(=O)OCCN(CC)CC)c2ccccc2)cc1` (stereo not drawn)?
Platelet DG rel: 7; PolyA inhibitor: inactive; HDAC3 inhib: 4; AI-2 QS mod: 14; Dyrk1A ADPGlo: 4; HSF1 inh: 7; HSF-1 act: 21; GSK3beta inhib: -2; GSK3 alpha inh: 0; HSP90 refold inh: -3

How did COc1cccc(CNC(=O)CCC2CCCN(C(=O)c3cc(C)[nH]n3)C2)c1 (stereo not drawn) do in these assays?
Platelet DG rel: 2; PolyA inhibitor: inactive; HDAC3 inhib: -5; AI-2 QS mod: 5; Dyrk1A ADPGlo: 16; HSF1 inh: -5; HSF-1 act: -6; GSK3beta inhib: 1; GSK3 alpha inh: -1; HSP90 refold inh: -5

Results for O=C1C=C(O)CC(c2ccc(Cl)c(Cl)c2)C1 (stereo not drawn) ?
Platelet DG rel: -1; PolyA inhibitor: inactive; HDAC3 inhib: 17; AI-2 QS mod: 12; Dyrk1A ADPGlo: 0; HSF1 inh: -1; HSF-1 act: -3; GSK3beta inhib: 4; GSK3 alpha inh: -5; HSP90 refold inh: -1

Results for CC1CCc2c(sc(N)c2C(=O)OC(C)C)C1 (stereo not drawn) ?
Platelet DG rel: -6; PolyA inhibitor: inactive; HDAC3 inhib: 13; AI-2 QS mod: 53; Dyrk1A ADPGlo: -4; HSF1 inh: 9; HSF-1 act: 19; GSK3beta inhib: 2; GSK3 alpha inh: 1; HSP90 refold inh: -4

Results for CCN(CC)C1CCN(Cc2c(C(=O)N3CCCCCCC3)nc3ccc(Cl)cn23)C1 (stereo not drawn) ?
Platelet DG rel: 6; PolyA inhibitor: inactive; HDAC3 inhib: 3; AI-2 QS mod: 18; Dyrk1A ADPGlo: 6; HSF1 inh: -9; HSF-1 act: -21; GSK3beta inhib: 1; GSK3 alpha inh: 1; HSP90 refold inh: 0

Results for CC(=O)Nc1ccc(C=C(C(C)=O)C(C)=O)cc1 ?
Platelet DG rel: 19; PolyA inhibitor: inactive; HDAC3 inhib: 10; AI-2 QS mod: 3; HSF1 inh: 19; HSF-1 act: 45; GSK3beta inhib: 4; GSK3 alpha inh: 0; HSP90 refold inh: 6

How did Clc1ccc(Cl)c(Oc2ccc(Oc3nc(Cl)ccc3Cl)cc2)n1 do in these assays?
Platelet DG rel: 2; PolyA inhibitor: inactive; HDAC3 inhib: 3; AI-2 QS mod: 12; Dyrk1A ADPGlo: 3; HSF1 inh: -6; HSF-1 act: -11; GSK3beta inhib: 4; GSK3 alpha inh: 0; HSP90 refold inh: 3

Results for COc1cc(CC(=O)Nc2ccc3c(c2)CCC3)cc(OC)c1OC ?
Platelet DG rel: 3; PolyA inhibitor: inactive; HDAC3 inhib: 4; AI-2 QS mod: 20; Dyrk1A ADPGlo: -2; HSF1 inh: 2; HSF-1 act: -14; GSK3beta inhib: -2; GSK3 alpha inh: 0; HSP90 refold inh: -3

How did Cc1ccc(S(=O)(=O)N2CCCNCC2)cc1 do in these assays?
Platelet DG rel: -13; PolyA inhibitor: inactive; HDAC3 inhib: 3; Dyrk1A ADPGlo: -2; HSF1 inh: 0; HSF-1 act: 36; GSK3 alpha inh: -1; HSP90 refold inh: 7

What do the screens show for `COc1cc(OC)cc(C(=O)NCC2CCCO2)c1` (stereo not drawn)?
Platelet DG rel: 1; PolyA inhibitor: inactive; HDAC3 inhib: 1; AI-2 QS mod: -1; Dyrk1A ADPGlo: -1; HSF1 inh: -2; HSF-1 act: -11; GSK3beta inhib: 4; GSK3 alpha inh: 10; HSP90 refold inh: 8

What do the screens show for `CC1=NNC(=O)C1Cc1ccccc1C` (stereo not drawn)?
Platelet DG rel: -1; PolyA inhibitor: inactive; HDAC3 inhib: -4; AI-2 QS mod: -3; Dyrk1A ADPGlo: -3; HSF1 inh: -2; HSF-1 act: -9; GSK3beta inhib: 0; GSK3 alpha inh: 0; HSP90 refold inh: 0

How did CCOc1ccc2nc(NC(=O)c3ccc(C)o3)sc2c1 do in these assays?
Platelet DG rel: 61*; PolyA inhibitor: inactive; HDAC3 inhib: 1; AI-2 QS mod: 7; Dyrk1A ADPGlo: 20; HSF1 inh: 25; HSF-1 act: 43; GSK3beta inhib: 1; GSK3 alpha inh: -3

How did O=C(NCc1cccnc1)c1cccn2c(=O)c3sccc3nc12 do in these assays?
Platelet DG rel: -3; PolyA inhibitor: inactive; HDAC3 inhib: -1; AI-2 QS mod: 19; Dyrk1A ADPGlo: 11; HSF1 inh: -2; HSF-1 act: 29; GSK3beta inhib: -1; GSK3 alpha inh: 8; HSP90 refold inh: 5

What do the screens show for `COCCNC(=O)COCc1cc(-c2ccc3c(c2)OCO3)on1`?
Platelet DG rel: 1; PolyA inhibitor: inactive; HDAC3 inhib: -2; AI-2 QS mod: 21; Dyrk1A ADPGlo: 1; HSF1 inh: -2; HSF-1 act: -8; GSK3beta inhib: -1; GSK3 alpha inh: -4; HSP90 refold inh: 4

Results for CCC(=O)Oc1ccc2c(C)c(Cl)c(=O)oc2c1 ?
Platelet DG rel: -1; PolyA inhibitor: inactive; HDAC3 inhib: -32; AI-2 QS mod: -13; Dyrk1A ADPGlo: 2; HSF1 inh: -3; HSF-1 act: 4; GSK3beta inhib: -2; GSK3 alpha inh: 0; HSP90 refold inh: -1

What do the screens show for `Cc1ccc(NC(=S)NCC2CCCO2)cc1C` (stereo not drawn)?
Platelet DG rel: 2; PolyA inhibitor: inactive; HDAC3 inhib: 1; AI-2 QS mod: 24; Dyrk1A ADPGlo: -2; HSF1 inh: -1; HSF-1 act: 4; GSK3beta inhib: 2; GSK3 alpha inh: 3; HSP90 refold inh: -3

What do the screens show for `CC(C)c1nnc(NC(=O)CCC(=O)N2CCN(c3ccccn3)CC2)s1`?
Platelet DG rel: -2; PolyA inhibitor: inactive; HDAC3 inhib: 3; AI-2 QS mod: 23; Dyrk1A ADPGlo: 2; HSF1 inh: -1; HSF-1 act: -7; GSK3beta inhib: 2; GSK3 alpha inh: -3; HSP90 refold inh: -3

How did Cc1ccc(NC(=O)COc2coc(CN3CCN(c4ccccc4)CC3)cc2=O)cc1 do in these assays?
Platelet DG rel: -3; PolyA inhibitor: inactive; AI-2 QS mod: 15; Dyrk1A ADPGlo: -3; HSF1 inh: 5; HSF-1 act: -2; GSK3beta inhib: -2; GSK3 alpha inh: -1

How did COc1ccc(CCNC(=O)CCCn2c(SCC#N)nc3ccccc3c2=O)cc1OC do in these assays?
Platelet DG rel: 11; PolyA inhibitor: inactive; HDAC3 inhib: 3; AI-2 QS mod: 45; Dyrk1A ADPGlo: -1; HSF1 inh: -5; HSF-1 act: -18; GSK3beta inhib: 15; GSK3 alpha inh: -2; HSP90 refold inh: 2

This is a subset; the hit share may differ from the screen's.
